Bioassay records: PubChem, Broad Institute
PglD inh – inhibitors of Campylobacter jejuni PglD acetyltransferase; inhibition, % at 12.5 µM; purified PglD enzyme, DTNB colorimetric CoA detection; actives 0.098% (n = 360,000); in the data active = inhibition above about 16%, passing the limit was not always enough; inconclusive = no clear call, values can overlap the other calls; also: strong numbers were not always called active
E-sel inducer – E-selectin induction on HUVECs; actives 0.37% (n = 260,000); P16581; activation, % at 7.58 µM; HUVEC E-selectin immunofluorescence imaging; normalized: neutral wells 0, TNF-alpha wells 100;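 active = mean E-selectin-positive cell signal at least 10% of the positive control, reached in at least 60% of replicates, without over 20% cell loss; inconclusive = no rule given, readout overlaps actives, possibly toxicity-flagged; inactive = the rest, including those meeting only one limit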;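 also: in these data hits start at about 27%; measured in HUVEC primary endothelial cells; signal is the percent of cells scored E-selectin positive by PE staining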
Target sequence (P16581 whole entry, looked up): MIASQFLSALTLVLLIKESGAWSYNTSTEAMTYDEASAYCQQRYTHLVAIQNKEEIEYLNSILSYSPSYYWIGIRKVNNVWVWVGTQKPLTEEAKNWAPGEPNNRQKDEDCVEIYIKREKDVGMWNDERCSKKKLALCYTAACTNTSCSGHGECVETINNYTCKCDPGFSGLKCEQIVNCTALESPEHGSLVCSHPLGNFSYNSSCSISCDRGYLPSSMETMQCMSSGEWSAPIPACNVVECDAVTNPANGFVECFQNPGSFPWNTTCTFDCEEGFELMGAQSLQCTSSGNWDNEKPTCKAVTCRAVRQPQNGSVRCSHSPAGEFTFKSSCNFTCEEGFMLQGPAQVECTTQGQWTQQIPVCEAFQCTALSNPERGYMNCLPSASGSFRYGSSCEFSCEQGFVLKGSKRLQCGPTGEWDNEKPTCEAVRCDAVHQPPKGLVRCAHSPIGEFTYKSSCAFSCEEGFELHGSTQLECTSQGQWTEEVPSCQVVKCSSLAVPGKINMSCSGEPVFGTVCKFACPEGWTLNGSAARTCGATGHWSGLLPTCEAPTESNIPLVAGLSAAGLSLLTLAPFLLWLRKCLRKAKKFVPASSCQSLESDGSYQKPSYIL
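Assay system: HUVEC primary endothelial cells. Input: 3,000 HUVEC seeded per well. Doses: one compound dose added by pin transfer. Read-out basis: % PE-positive cells. Benchmarks: TNF-alpha high, DMSO low. Detection: immunofluorescence imaging. Buffer or medium: EGM-2, gelatin.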
ERp5 inh – inhibitors of human ERp5; Q15084; AID 651711; actives 0.05% (n = 350,000); inhibition, % at 9.99 µM; ERp5 insulin aggregation, absorbance 650 nm, 90 min;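 active = mean replicate inhibition above about 25%, with every replicate also reaching it, limit read from the data, passing the limit was not always enough; inconclusive = only one of those two criteria met; inactive = neither criterion met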
C2C12 statin – protects C2C12 myotubes from simvastatin toxicity. ATP luminescence, 48 h; scaled: DMSO 0, geranylgeraniol control 100. rescue of ATP level, % at 7.49 µM. actives 0.78% (n = 330,000). AID 602340;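 active = mean ATP rescue above about 67%, or every replicate alone reaching that limit, limit read from the data, passing the limit was not always enough; inconclusive = no clear call, values can overlap the other calls; inactive = mean under the limit and some replicate under it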;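 also: myotubes were challenged with 10 µM simvastatin during compound exposure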
DENV2 CPE – protects cells from dengue virus 2 cytopathic effect; DENV2-infected cells, cytopathic effect rescue, plate reader; CPE inhibition, % at 9.99 µM; actives 1.7% (n = 350,000); AID 651640; in the data active = CPE inhibition above about 20%, passing the limit was not always enough; inconclusive = no clear call, values can overlap the other calls; tested in BHK-21 cells;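 also: 0% = median of neutral control wells and 100% = median of positive control wells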
S100A4 inh HTS – inhibitors of human S100A4 binding to myosin IIA peptide; actives 0.14% (n = 360,000); S100A4/TAMRA-MyoIIA peptide fluorescence polarization; inhibition, % at 10.7 µM;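 active = mean inhibition of at least 70% across replicates, with every replicate also reaching that level; inconclusive = mean inhibition reaches 70% but some replicates fall short; inactive = mean inhibition below 70%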
Target sequence (P26447 whole entry, looked up): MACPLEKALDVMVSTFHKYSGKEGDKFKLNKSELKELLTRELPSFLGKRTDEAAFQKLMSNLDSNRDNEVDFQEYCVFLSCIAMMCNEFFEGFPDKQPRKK
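Compound dosing: one dose per compound; test system: human S100A4 monomer with TAMRA-labelled myosin IIA peptide; probe or stimulus: TAMRA-labelled myosin IIA heavy-chain peptide probe, 5 nM; medium: HEPES buffer with Ca2+, pH 7.2; schedule: 5 min incubation before reading; benchmarks: neutral control DMSO, positive control TFP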
SIRT5 block – blocks human SIRT5 desuccinylation of peptide; Q9NXA8; Purified SirT5, succinyl-peptide AMC, trypsin-coupled fluorescence; inhibition, % at 15 µM; actives 1.1% (n = 330,000); AID 652115; in the data active = inhibition above about 15%; inconclusive = no clear call, values can overlap the other calls
Target sequence (Q9NXA8 whole entry, looked up): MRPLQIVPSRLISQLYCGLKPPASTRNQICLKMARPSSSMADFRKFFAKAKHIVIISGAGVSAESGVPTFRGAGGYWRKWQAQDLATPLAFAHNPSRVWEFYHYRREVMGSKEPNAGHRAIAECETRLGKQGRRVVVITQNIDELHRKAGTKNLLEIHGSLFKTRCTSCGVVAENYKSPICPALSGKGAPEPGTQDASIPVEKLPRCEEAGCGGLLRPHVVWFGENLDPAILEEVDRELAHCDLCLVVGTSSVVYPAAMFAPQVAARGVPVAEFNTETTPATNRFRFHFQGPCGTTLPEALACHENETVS
Numbers without * were called inactive; ? = inconclusive; . = not tested or not shown; & = joins results of further samples. This is a subset, so the mix of outcomes need not match the whole.

SMILES	PglD inh	E-sel inducer	ERp5 inh	C2C12 statin	DENV2 CPE	S100A4 inh HTS	SIRT5 block
COc1ccc(S(=O)(=O)N(C)C[C@H]2OCCCC[C@@H](C)Oc3ccc(N(C)C)cc3C(=O)N([C@H](C)CO)C[C@@H]2C)cc1	2.7&-2.6&0.7	0.3&-0.1	-3.9&0.8&-1.0	1.0&-2.4	4.3&-7.2&7.5	-3.6&-0.9&5.6	4.2&3.1&2.6
COc1cc2c(cc1OC)C(COc1ccccc1OC)N(C(C)=O)CC2 (stereo not given)	1.1	-0.1	-0.9	29.5	11.8	22.7	-2.4
Cc1ccccc1NC(=O)COC(=O)c1ccc(S(=O)(=O)N2CCCC2)cc1	0.8	-1.6	.	19.2	6.6	-2.3	-2.8
O=c1c2nnn(-c3ccccc3)c2ncn1C/C=C/c1ccccc1	-1.0	1.0	1.9	-3.4	-14.8	6.0	-0.1
O=C(Nc1ccccc1)N[C@H]1CC[C@@H](CCn2cc(-c3ccccc3F)nn2)O[C@@H]1CO	.	-0.1	2.7	.	12.8	1.2	-3.4
Cc1cc(NC(=O)CS(=O)(=O)Cc2ccccc2)no1	.	1.9	-1.8	-2.1	?	1.9	3.8
CCn1c(/C=C/c2ccc(O)c(O)c2)nc2ccccc2c1=O	4.7	.	0.1	4.5	-11.7	-1.0	1.9
CSc1ncccc1C(=O)OCC(=O)c1ccc[nH]1	-2.2	-0.1	-1.6	16.3	11.0	2.2	-3.5
C/C=C/c1ccc([C@@H]2[C@@H](CO)N3C(=O)CN(C(=O)c4cccc(F)c4)C[C@@H]23)cc1	.	0.3	5.1	.	-10.5	-0.3	-0.8
COc1ccccc1C(=O)CSc1nccn1C	-0.3	-0.2	2.0	-0.2	12.2	-2.5	-2.9
Cc1cccn2c(=O)c3cc(S(=O)(=O)c4ccccc4)c(=N)n(Cc4ccc(F)cc4)c3nc12	0.4	.	1.1	-56.2	4.1	0.7	-1.8
Cn1cc[nH]c1=S	7.4	-0.1	-4.2	1.2	8.9	0.2	4.4
CCCC(=O)NCc1cc(-c2nn(C)c(=O)c3ccccc23)ccc1OC	-1.9	.	-1.2	7.0	.	-4.5	-0.8
CCC(C(=O)OC)n1cnc2c(nnn2-c2cccc(OC)c2)c1=O (stereo not given)	.	0.1	3.0	.	-5.0	-1.3	0.8
COc1ccc(NC(=O)N(C)C[C@H]2Oc3ccc(NC(=O)Nc4ccc5c(c4)OCO5)cc3C(=O)N([C@@H](C)CO)C[C@H]2C)cc1	-6.1	0.2	3.7	7.4	3.7	-0.2	3.6
COCc1cc(=O)n2c(-c3ccc(C)cc3)n[nH]c2n1	-1.7	0.1	4.8	0.1	0.9	-9.3	.
C[C@H](CO)N1C[C@H](C)[C@H](CN(C)Cc2ccc(Cl)c(Cl)c2)Oc2ccc(NC(=O)c3ccncc3)cc2C1=O	-9.0	-0.1	-2.1	18.3	8.1	1.5	3.5
NC(CSC1(c2cccc3ccccc23)c2ccccc2-c2ccccc21)C(=O)O (stereo not given)	.	0.2	1.4	.	-9.6	8.7	.
CCOc1ccc(-c2cn(-c3cccc(SC)c3)c(=O)[nH]2)cc1	0.5	-0.7	3.1	.	1.8	2.6	-2.4
C#CCN(Cc1cccc(F)c1)C(=O)c1nnc2c3ccccc3n(S(=O)(=O)c3ccc(C)cc3)c2n1	.	0.0	1.8	.	8.2	4.3	.
O=C(CNC(=O)c1ccncc1)N/N=C/c1ccc(O)cc1O	-5.7	-0.3	3.0	9.8	.	-5.5	-6.3
O=C(NC1CCCC1)C(=O)N(Cc1cccnc1)C(C(=O)NC1CCCC1)c1ccco1 (stereo not given)	.	.	0.8	.	-8.6	-1.6	-4.9
Cc1ccc(S(=O)(=O)N2CCC(C(=O)OCC(=O)N(C)c3ccccc3)CC2)cc1C	1.3	?	1.1	-21.7	4.7	1.6	-15.0
C[C@@H]1CN([C@@H](C)CO)C(=O)c2cc(Br)cnc2O[C@H]1CN(C)C(=O)C1CCOCC1	0.2	-4.0	-1.0	-17.8	9.9	3.0	-1.6
NC(=O)CSc1nc2cc([N+](=O)[O-])ccc2n1-c1cccc(C(F)(F)F)c1	3.0	4.7	1.6	.	-6.3	4.8	1.9
CC1=C(C(=O)NCc2ccccn2)C2(CCC(C)CC2)OC1=O (stereo not given)	-2.1	.	8.5	3.9	-7.7	-1.3	1.7
O=C(Nc1ccc(N2CCCCC2)cc1)c1ccc2ccccc2n1	-0.8	3.3	-6.2	-10.0	-2.0	-19.3	1.0
Nc1nnc(-c2ccccc2F)s1	.	.	4.8	.	-4.8	-3.7	0.3
O=C(CN(C(=O)c1csnn1)c1ccccc1Cl)NC1CCCC1	-1.9	.	0.6	7.9	-6.3	-4.7	-5.4
COC(=O)[C@]1(C)N[C@H](CN(C)C(=O)C2CCCCC2)[C@@H]2C(=O)N(Cc3ccccc3)C(=O)[C@@H]21	-4.5	-0.1	2.3	6.6	-6.4	-9.1	.
CCCCC(=O)N(C)c1c(C)nc2ccc(C(=O)Nc3cccc(OC)c3)cn12	-2.6	-1.1	-0.4	2.1	-5.7	-5.2	.
S=c1[nH]nc(-c2cc(-c3ccccc3)n[nH]2)n1/N=C/c1cccc(Cl)c1	.	.	8.4	.	15.7	-1.3	1.8
Cc1csc(NC(=O)c2ccc(C)c(S(=O)(=O)N3CCOCC3)c2)n1	.	7.8	3.4	.	.	2.8	-0.7
COc1ccc(/C=C2/NC(=O)CNC2=O)cc1	1.0	.	1.3	2.6	-5.9	-15.8	0.1
COc1cc(/C=N/Nc2nc(-c3ccc(S(=O)(=O)N(C)C)cc3)cs2)ccc1O	-3.9	0.2	2.5	-7.6	-1.0	1.0	-3.0
Cc1c(N(C(=O)c2ccccn2)C2(C(=O)NC3CCCC3)CCCCC2)c(=O)n(-c2ccccc2)n1C	.	-0.7	0.5	.	18.1	5.1	-3.2
Cc1cc(-c2cccnc2)c(C#N)c(SCC#N)n1	2.0	.	0.4	5.3	1.3	-0.6	-7.6
Cc1c(C(=O)c2ccc(N(C)C)cc2)c2ccccn2c1CCC#N	-6.3	.	3.9	-9.8	-4.0	-4.1	112.1*
CC1=C(C(=O)N2CCCCCC2)CC(CC(=O)NC(c2ccccc2)c2ccccc2)C(=O)N1Cc1ccccc1 (stereo not given)	1.0	-0.1	-0.1	14.9	2.6	3.1	-1.0
COc1ccc(S(=O)(=O)N(C)C[C@@H]2Oc3ccc(NC(=O)CCN4CCOCC4)cc3CC(=O)N([C@H](C)CO)C[C@@H]2C)cc1	0.6	-7.9	2.5	27.8	9.3	-1.6	-2.5
CO[C@H]1CN(C)C(=O)c2ccc(NC(=O)NC(C)C)cc2OC[C@H](C)N(C(=O)C2CCC2)C[C@H]1C	0.6	-0.2	9.0	-8.7	3.0	9.0	1.4
O=C(NCCc1ccc(Cl)cc1)C1CCC(=O)N(C2CCCCCC2)C1 (stereo not given)	-4.6	-0.3	5.8	-7.9	3.2	-2.0	24.8*
CCC(=O)N1[C@H](C(=O)NC2CCC2)[C@@H](CO)[C@@H]2Cn3c(cccc3=O)[C@@H]21	0.3	0.1	3.9	-12.6	-4.5	-3.1	-8.1
Cc1cc(=O)[nH]c(SCC(=O)Nc2ccccc2C)n1	.	.	0.5	.	1.0	1.2	-1.4
C[C@@H]1CCCCO[C@@H](CN(C)Cc2ccccc2)[C@@H](C)CN([C@@H](C)CO)C(=O)c2cc(NS(=O)(=O)c3ccc(Cl)cc3)ccc2O1	-2.6	.	3.2	.	2.8	-10.4	17.9*
COc1cc2c(cc1OC)C(c1ccc(O)cc1)NCC2 (stereo not given)	-0.5	-0.8	2.9	7.3	-1.4	-6.8	1.5
CCOC(=O)C1=C(COC(=O)CCCOc2ccccc2)NC(=O)NC1C (stereo not given)	-0.3	-0.6	0.1	5.8	-1.3	-2.7	-0.4
Cc1[nH]c2ccccc2c1-c1csc(NC(=O)CN2CCOCC2)n1	-0.8	.	2.4	-1.7	6.1	0.5	1.6
CCc1cccc(NC(=O)COC(=O)C2CCN(c3ccc(C(F)(F)F)cn3)CC2)c1	.	.	5.7	15.4	-1.2	13.8	14.3
c1ccc(CN2CCC(=NNc3nc4ccccc4[nH]3)CC2)cc1	5.7	.	-4.2	4.5	0.6	-0.9	10.4
Cc1ccc(S(=O)(=O)N[C@@H]2CC[C@@H](CC(=O)O)O[C@@H]2CO)cc1	3.0	1.3	-2.0	0.3	9.8	7.7	1.0
O=c1cnnc(Nc2ccccc2F)[nH]1	3.5	.	-7.9	1.2	-1.2	2.3	-0.4
CO[C@@H]1CN(C)C(=O)c2ccc(NC(=O)NC(C)C)cc2OC[C@@H](C)N(Cc2ccccc2)C[C@@H]1C	1.1	-0.1	-0.2	8.8	7.0	-8.7	18.1*
Cc1ccc(CCNC(=O)c2cc(S(=O)(=O)N3CCCCC3)c[nH]2)cc1	-5.3	-0.6	4.8	31.3	9.1	0.4	-0.2
CCOC(=O)c1cn2nc(Oc3ccccc3)ccc2n1	4.4	.	1.9	.	-1.9	-3.1	12.2
C/C=C/c1ccc([C@H]2[C@@H](CO)N3CCCCN(C(=O)Nc4cc(F)ccc4F)C[C@H]23)cc1	-1.8	-0.5	15.8	-7.9	-29.5	11.5	-2.6
Fc1cccc(CCN2CCNC[C@@H]2c2ccccc2)c1	-1.8	-0.4	2.5	-12.7	.	-23.8	.
COc1cc(CNc2ccc(O)cc2)cc(Br)c1OCc1ccccc1	.	0.1	1.2	.	4.9	35.3	0.1
OC(CNCCc1ccc(Cl)cc1Cl)COc1ccccc1 (stereo not given)	5.0	0.1	-0.2	19.7	-11.0	-2.5	-11.9
O=C(CCC(=O)c1ccc(F)cc1)Nc1ccccc1Cl	.	.	-4.0	.	-3.4	-0.2	-2.0

Carrying on:
SMILES	PglD inh	E-sel inducer	ERp5 inh	C2C12 statin	DENV2 CPE	S100A4 inh HTS	SIRT5 block
CS(=O)(=O)c1ccc2nnn(OCC(=O)Nc3cccc(C#N)c3)c2c1	.	0.0	0.3	0.9	-1.2	1.4	0.6
C/C(=N/NS(=O)(=O)c1cccc([N+](=O)[O-])c1)c1c[nH]c2ccccc12	4.0	24.6	0.0	1.2	-5.3	11.0	-11.3
Cc1cc(NC(=O)c2cncc(Br)c2)ccc1NC(=O)c1cc2ccccc2o1	-0.8	0.9	-1.2	-38.1	-5.6	-3.6	-5.5
COc1ccc(S(=O)(=O)Nc2ccc3c(c2)C(=O)N([C@@H](C)CO)C[C@@H](C)[C@H](CN(C)Cc2ccc(Cl)c(Cl)c2)O3)cc1	-3.8	-14.2	8.1	.	0.7	3.3	5.9
COc1cccc(CN2[C@H](CO)[C@H](c3ccccc3)C23CN(C(=O)C2CC2)C3)c1	.	0.1	3.3	.	2.1	-19.5	2.1
C[C@H](CO)N1C[C@H](C)[C@@H](CN(C)C(=O)Nc2cccc3ccccc23)Oc2ccc(NC(=O)CCN3CCOCC3)cc2CC1=O	.	0.4	2.9	.	9.1	1.5	3.3
O=C(NCc1ccccc1)[C@@H]1CCCN1C(=O)[C@H]1CCCN1C(=O)c1ccc(F)c(C(F)(F)F)c1	.	-0.4	1.4	.	-9.8	-1.1	.

Some entries already given, limited to DENV2 CPE, E-sel inducer and C2C12 statin.
Compound | DENV2 CPE | E-sel inducer | C2C12 statin
CS(=O)(=O)c1ccc2nnn(OCC(=O)Nc3cccc(C#N)c3)c2c1 | -1.2 | 0.0 | 0.9
Cc1cc(NC(=O)c2cncc(Br)c2)ccc1NC(=O)c1cc2ccccc2o1 | -5.6 | 0.9 | -38.1
O=C(NCc1ccccc1)[C@@H]1CCCN1C(=O)[C@H]1CCCN1C(=O)c1ccc(F)c(C(F)(F)F)c1 | -9.8 | -0.4 | .
